# CIT2-GFP yeast – modulators of CIT2-GFP expression in yeast, primary screen, S. cerevisiae, GFP fusion, multiplex flow cytometry, MLPCN library; S. cerevisiae CIT2-GFP strain, 3 h; 100 means same as DMSO wells; hit rate 0.065% among 320,000; GFP response vs DMSO, % at 10 µM; AID 2029, 2009;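 active means GFP response relative to DMSO above a set limit, near the screen mean plus 3 SD, cut at about 150% in these data; inconclusive means Fewer than 70 cells measured for a yeast strain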;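 further: ratio of well median GFP fluorescence to mean of DMSO wells on the plate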
# AGP1-GFP MLPCN – modulators of AGP1-GFP expression in yeast TOR pathway, primary screen, cell-based, multiplex flow cytometry, S. cerevisiae, MLPCN library. AID 2066, 2009. GFP response vs DMSO, % at 10 µM. 3 h; GFP as percent of DMSO wells. hit rate 0.02% among 320,000;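 active means GFP response relative to DMSO above a set limit, near screen average plus 3 SD, cut at about 150% in these data; inconclusive means fewer than 70 cells counted for the yeast strain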;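 further: median GFP channel fluorescence of the gated AGP1 strain per well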
# MEP2 TOR yeast – modulators of MEP2-GFP levels in yeast, primary screen, S. cerevisiae, multiplex flow cytometry, MLPCN library | hit rate 0.51% among 330,000 | GFP response vs DMSO, % at 10 µM | AID 2016, 2009 | S. cerevisiae MEP2-GFP strain, 3 h; 100% = DMSO control level;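 active means GFP response versus DMSO above a set limit, roughly screen mean plus 3 SD, cut at about 180% in these data; inconclusive means fewer than 70 cells counted for a yeast strain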;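 further: median GFP fluorescence of the barcode-gated MEP2-GFP cells per well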
# RPL19A-GFP yeast – RPL19A-GFP expression modulators in yeast, primary screen, cell-based, S. cerevisiae, multiplex flow cytometry, MLPCN; S. cerevisiae RPL19A-GFP strain, 3 h; hits give low values; percent response vs DMSO, % at 10 µM; hit rate 0.3% among 330,000;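 active means percent response vs DMSO below 50%; inconclusive means fewer than 70 events counted for the yeast strain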;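 further: median channel GFP fluorescence of the barcoded RPL19A-GFP strain; ratio of sample median GFP to plate DMSO average so 100% = DMSO; lower means less RPL19A-GFP as with rapamycin TOR inhibition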
# AHR activator – AHR activators, primary screen, cell-based, luminescence, luciferase reporter, human; Aryl hydrocarbon receptor (Homo sapiens), P35869; AHR-responsive luciferase reporter cells; activation, % at 5 µM; hit rate 2.5% among 320,000; AID 2796, 2010; in the data active means activation above about 47%;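 further: 0% = vehicle wells and 100% = reference agonist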
# Target sequence (P35869 whole entry, looked up): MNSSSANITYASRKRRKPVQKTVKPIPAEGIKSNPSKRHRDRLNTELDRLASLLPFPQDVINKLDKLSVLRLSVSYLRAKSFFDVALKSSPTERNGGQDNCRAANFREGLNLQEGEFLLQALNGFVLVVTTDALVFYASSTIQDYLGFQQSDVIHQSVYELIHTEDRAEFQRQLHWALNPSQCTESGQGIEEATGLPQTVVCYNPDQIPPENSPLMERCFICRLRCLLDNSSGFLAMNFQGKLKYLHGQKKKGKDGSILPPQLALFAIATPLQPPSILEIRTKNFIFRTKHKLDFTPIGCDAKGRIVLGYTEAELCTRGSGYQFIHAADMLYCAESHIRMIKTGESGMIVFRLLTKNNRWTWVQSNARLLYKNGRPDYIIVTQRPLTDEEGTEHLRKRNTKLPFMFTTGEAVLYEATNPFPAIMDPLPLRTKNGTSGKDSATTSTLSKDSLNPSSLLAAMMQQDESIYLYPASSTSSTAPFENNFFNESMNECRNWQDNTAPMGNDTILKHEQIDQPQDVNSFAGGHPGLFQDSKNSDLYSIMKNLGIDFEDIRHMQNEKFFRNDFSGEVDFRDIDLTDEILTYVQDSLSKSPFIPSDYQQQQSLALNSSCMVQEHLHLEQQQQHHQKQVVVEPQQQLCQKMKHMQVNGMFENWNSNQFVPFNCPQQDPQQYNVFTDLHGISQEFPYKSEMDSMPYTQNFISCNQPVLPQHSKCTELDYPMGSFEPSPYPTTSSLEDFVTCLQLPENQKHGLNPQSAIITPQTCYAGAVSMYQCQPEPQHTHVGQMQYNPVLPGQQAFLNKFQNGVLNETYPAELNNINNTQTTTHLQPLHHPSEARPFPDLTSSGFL
# CR mimetic SO – reduction of superoxide in aged yeast, primary screen, HTS; superoxide response (% of plate mean), % at 10 µM; hit rate 0.18% among 330,000; S. cerevisiae aged cells, superoxide DHE fluorescence; hits give low values; AID 2690, 2010;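 active means superoxide response under a set limit, about three screen SD below normal, cut at about 65% in these data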;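 further: yeast aged for seven days with compound at 30 °C before DHE staining; 100% = average MFI of all compound-treated wells on the plate with controls excluded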
# LAP4-GFP MLPCN – modulators of LAP4-GFP expression in yeast, primary screen, S. cerevisiae, multiplex flow cytometry, MLPCN library | GFP response vs DMSO, % at 10 µM | hit rate 0.34% among 320,000 | 3 h; median GFP as percent of DMSO wells;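 active means GFP response vs DMSO above a set limit, about the screen mean plus 3 SD, cut at about 150% in these data; inconclusive means under 70 cell events counted for the yeast strain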
# Efflux pump inh – inhibitors of Candida efflux pumps in yeast, primary screen, S. cerevisiae, Nile Red, multiplex | hit rate 0.44% among 330,000 | S. cerevisiae Candida pump triplex | inhibition, % at 10 µM;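 active means plate passing quality check with inhibition over a set limit, or well fluorescence over plate mean plus 4 SD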;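 further: Nile Red retained in pooled yeast measured as flow cytometry median fluorescence; 0% = buffer negative control and 100% = Enniatin B positive control; higher means more Nile Red kept so more efflux inhibition; some compounds called inactive have numbers as strong as hits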
# An asterisk follows results filed as active; ? = inconclusive; nt = no result given; [ ] = another dose, or the depositor's remark.
SMILES,CIT2-GFP yeast,AGP1-GFP MLPCN,MEP2 TOR yeast,RPL19A-GFP yeast,AHR activator,CR mimetic SO,LAP4-GFP MLPCN,Efflux pump inh
Cc1cc(-c2ccccc2)oc(=O)c1NC(=O)c1ccccc1,99.1,96.0,99.5,102.6,-0.7,112.8,105.5,0.0
CCOC(=O)c1ccc(NC(=O)N2CCN(Cc3ccccc3)CC2)cc1,99.1,95.7,105.4,100.1,3.6,94.6,97.9,0.0
COc1ccc(-c2nc(N)n(S(=O)(=O)c3ccc(C)cc3)n2)cc1,94.2,104.7,96.0,97.7,4.5,96.1,107.8,-0.1
Cc1ccc(CS(=O)(=O)c2ccc(C(=O)N3CCN(c4ccccn4)CC3)cc2[N+](=O)[O-])cc1,98.3,96.7,99.1,95.9,3.4,115.8,94.5,0.1
CCc1nc2c(n1O)CCc1nonc1-2,108.6,104.7,104.1,102.2,0.5,78.5,106.0,-0.2
CN1CCOc2ccc(S(=O)(=O)NCCc3ccc(Cl)cc3)cc21,102.2,104.3,102.2,102.5,3.2,104.4,110.0,-0.1
Cc1cc(NC(=O)CN2CCN(S(=O)(=O)c3ccc4ccccc4c3)CC2)no1,100.6,97.6,94.6,98.9,2.6,110.6,88.2,0.1
CC(Oc1ccc(Cl)cc1Cl)/C(N)=N/O (stereo not drawn),101.5,102.4,98.4,96.9,-2.3,96.4,104.3,0.1
O=C1CCC(C(=O)N2CCC(CO)(Cc3ccc(Cl)cc3)CC2)=NN1,108.2,107.5,97.4,99.7,0.3,103.4,97.7,0.0
[O-][n+]1c2ccccc2c2n1CCCN=C2c1ccc(Cl)cc1,92.4,95.7,101.7,98.9,51.0*,89.4,105.5,0.0
Cn1c(=O)c2c(ncn2CC(=O)Nc2nc3ccc(F)cc3s2)n(C)c1=O,92.8,101.8,100.0,102.9,13.7,98.2,107.5,0.0
COc1ccc(OC)c(NC(=O)COC(=O)/C=C/c2ccccc2Cl)c1,107.6,103.6,77.7,106.8,0.8,94.9,93.2,2.1
COc1ccccc1OCCn1cc(/C=N/n2cnnc2)c2ccccc21,90.0,99.9,109.6,105.2,49.4*,101.8,103.6,0.5
CCOC(=O)N1CCC(NC(=O)c2cc(S(=O)(=O)N3CCCC3)cn2C)CC1,104.2,106.2,101.2,99.8,3.8,96.5,101.0,-0.1
O=C(c1cc(Cl)ccc1O)N1CCN(S(=O)(=O)Cc2ccccc2)CC1,82.8,82.6,99.1,97.1,0.4,107.7,85.8,-0.3
CCCn1c(=O)[nH]c(=O)c2c1nc(-c1ccc(OC)c(Br)c1)n2CCOC,114.4,104.8,105.7,117.6,8.3,115.6,104.5,0.1
COc1ccc(CN2CCN(CC=C(C)C)C(CCO)C2)cc1Cn1cccn1 (stereo not drawn),103.5,101.6,107.5,105.9,0.7,99.9,93.3,0.0
CCCC(c1nnnn1CS(=O)(=O)c1ccc(C)cc1)N1CCC(C(N)=O)CC1 (stereo not drawn),?,?,224.3*[may fluoresce violet],56.0[may fluoresce violet],1.0,95.6,77.5[may fluoresce violet],-0.6
N#Cc1ccc(OCC(=O)N/N=C/C2CC=CCC2)cc1 (stereo not drawn),98.2,106.9,99.4,101.2,5.1,77.9,113.3,0.0
Cc1ccn(-c2n[nH]c(C)c2[N+](=O)[O-])n1,97.4,101.1,99.5,93.1,-1.1,89.5,97.0,0.1
COc1cc(/C=N/NC(=O)CNc2n[nH]c(=O)[nH]c2=O)ccc1OCc1ccccc1,102.8,106.9,96.2,98.6,2.3,104.1,100.5,-0.1
Cc1ccc(-n2c(-c3ccncc3)nnc2-c2ccco2)cc1,96.8,103.2,104.5,96.2,4.0,101.0,99.5,0.1
CC(C)(CNC(=O)c1ccccc1NS(C)(=O)=O)N1CCCCC1,102.8,103.4,103.6,98.9,1.7,92.7,94.8,0.1
COc1ccccc1Nc1ccc(C(=O)O)cc1[N+](=O)[O-],97.1,95.7,95.5,103.0,2.7,146.0,89.8,0.2
CC(C)(C)n1nnnc1C(c1cccnc1)N1CCN(c2ccccc2)CC1 (stereo not drawn),100.2,99.7,101.3,104.1,-1.3,98.0,103.8,0.1
SMILES,CIT2-GFP yeast,AGP1-GFP MLPCN,MEP2 TOR yeast,RPL19A-GFP yeast,AHR activator,CR mimetic SO,LAP4-GFP MLPCN,Efflux pump inh
Oc1cccc(C=NCc2ccccc2)c1,105.5,103.0,101.5,105.5,1.8,99.3,98.2,-0.1
O=C(NCc1cccs1)c1cc(-c2ccccc2)nn1CC1CC(c2cccnc2)=NO1 (stereo not drawn),65.7,76.6,88.0,92.8,-0.8,96.6,125.7,0.0
Cc1ccc(-c2[nH]c3cc(C(=O)NCCCn4ccnc4)ccc3c(=O)c2O)cc1,92.6,89.7,97.3,95.7,11.9,102.0,115.0,0.0
CC(=O)c1cccc(NC(=O)C2CCN(S(=O)(=O)c3ccc(F)cc3)CC2)c1,102.5,101.0,94.4,99.8,1.6,124.8,109.2,0.1
Cc1cc(C(=O)N2CCCC(N3CCN(c4cccc(Cl)c4)CC3)C2)nn1C (stereo not drawn),94.7,89.8,97.6,91.4,4.5,91.8,86.0,-0.1
Cc1cc(C(=O)N/N=C/c2cc(Br)cc(Br)c2OC(=O)c2ccccc2)n[nH]1,106.3,98.7,107.5,103.6,10.9,86.0,98.2,0.0
COc1ccc(NC(=O)c2cccn(CC=C(C)C)c2=O)cc1,80.7,97.4,98.1,95.1,12.6,99.0,102.9,0.2
CSc1nc(-c2ccccc2)nc(N2CCCC2)c1C(C)=O,101.8,78.2,100.4,94.4,40.9,126.6,92.4,0.0
CCOc1cc(CNCCc2c[nH]c3ccccc23)cc(Cl)c1OCC(N)=O,103.0,96.3,101.8,103.8,6.5,103.5,99.7,0.1
O=C(CSc1n[nH]c(-c2ccccc2F)n1)Nc1cc(F)ccc1F,86.0,99.5,103.5,101.3,5.8,98.7,112.6,-0.1
COc1ccccc1CNC(=O)CSc1ccc(C(=O)Nc2ccccc2OC)cc1[N+](=O)[O-],102.5,115.0,108.1,110.3,89.7*,94.5,101.4,-0.1
COc1cccc(N(CC(=O)NC2CCCC2)C(=O)CCC(=O)Nc2cc(C)on2)c1,104.2,99.9,99.6,101.8,4.3,89.6,87.7,-0.1
CCC1NC(=O)c2ccccc2N1c1cccc(Cl)c1 (stereo not drawn),87.4,92.1,99.5,88.4,-0.6,92.9,101.7,-0.2
COc1ccc(OC)c(C2C3=C(CC(C)(C)CC3=O)Nc3nnnn32)c1 (stereo not drawn),100.3,92.9,102.0,99.1,-1.1,96.9,88.2,0.1
C(=N/Nc1nc(-c2ccccc2)cc(-c2ccccc2)n1)/c1cccnc1,79.0,66.9,90.5,88.5,23.3,106.3,96.4,0.1
Cc1cccc(C)c1NC(=O)CSc1nnc(-c2cccnc2)o1,99.8,95.3,96.6,93.3,-0.7,106.1,107.6,0.0
COc1cc(N/N=C/c2ccc(N(C)C)cc2)ncn1,82.8,89.2,94.1,97.2,78.7*,104.2,114.4,-0.1
Cc1cc(NC(=O)c2c(Br)c(C)nn2C)no1,94.3,123.4,98.5,99.2,6.1,90.2,105.1,-0.2
Cc1cccc(CCN2C(Nc3ccccc3)=NC[C@@H]2C)c1,102.4,104.8,105.3,97.3,3.6,100.9,96.8,-0.2
COCCCN1CN=C(NS(=O)(=O)c2ccc(C)cc2)NC1,94.2,105.8,99.6,110.0,-0.7,96.2,105.4,-0.1
COc1cc2c(cc1OC)-c1cc(Nc3ccccc3C)nc(=O)n1CC2,104.6,97.5,105.2,104.6,1.7,99.7,90.9,0.0
COC(=O)c1c(CSc2ccc(C)c(C)c2)noc1C(=O)NCc1ccc(OC)cc1,90.7,94.5,98.6,102.2,-1.0,104.2,113.1,-0.1
CCCC(=O)O[C@H]1C[C@@H](C)N(C(=O)c2ccccc2)c2ccc(C)cc21,103.1,100.3,103.9,100.4,0.7,92.4,96.0,0.3
O=C1CCCN1CCCNc1ncnc2c1cnn2-c1ccc(Cl)cc1,90.7,106.7,100.7,103.5,6.7,108.4,107.4,0.1
Cc1nc(SCC(=O)NCc2ccc3c(c2)OCO3)nc(C)c1C,98.0,99.7,99.1,98.2,2.4,88.6,107.5,0.0

# Arranged by the number under AGP1-GFP MLPCN (high to low): 3 from the list above
SMILES	AGP1-GFP MLPCN
O=C1CCCN1CCCNc1ncnc2c1cnn2-c1ccc(Cl)cc1	106.7
CCC1NC(=O)c2ccccc2N1c1cccc(Cl)c1 (stereo not drawn)	92.1
Cc1ccc(-c2[nH]c3cc(C(=O)NCCCn4ccnc4)ccc3c(=O)c2O)cc1	89.7

# Gathered by group, the entries above with fluorine
SMILES,CIT2-GFP yeast,AGP1-GFP MLPCN,MEP2 TOR yeast,RPL19A-GFP yeast,AHR activator,CR mimetic SO,LAP4-GFP MLPCN,Efflux pump inh
Cn1c(=O)c2c(ncn2CC(=O)Nc2nc3ccc(F)cc3s2)n(C)c1=O,92.8,101.8,100.0,102.9,13.7,98.2,107.5,0.0
CC(=O)c1cccc(NC(=O)C2CCN(S(=O)(=O)c3ccc(F)cc3)CC2)c1,102.5,101.0,94.4,99.8,1.6,124.8,109.2,0.1
O=C(CSc1n[nH]c(-c2ccccc2F)n1)Nc1cc(F)ccc1F,86.0,99.5,103.5,101.3,5.8,98.7,112.6,-0.1

# Next records follow:
SMILES,CIT2-GFP yeast,AGP1-GFP MLPCN,MEP2 TOR yeast,RPL19A-GFP yeast,AHR activator,CR mimetic SO,LAP4-GFP MLPCN,Efflux pump inh
O=C(Nc1ccccc1)N1CCCC2CCCCC21 (stereo not drawn),104.2,105.6,106.9,102.2,1.6,98.4,104.0,-0.2
COc1ccccc1NC(=S)NCCN1CCOCC1,106.9,98.9,106.1,107.2,-0.3,91.7,92.2,-0.1
NC(=O)c1ccc(NCC2CCCO2)c([N+](=O)[O-])c1 (stereo not drawn),97.8,98.9,102.9,99.3,0.4,96.2,92.9,0.0
CCOC(=O)c1cc(=O)c2c([N+](=O)[O-])ccc(OC)c2o1,99.0,98.7,100.0,101.3,-1.0,104.7,94.3,-0.2
CC(C)C[C@H]1CN=C(Nc2ccccc2)N1CCCC1CCCC1,63.7,78.6,90.0,92.5,-0.9,104.4,103.5,0.1
Cc1ccc(CNc2ccc(N3CCN(C)CC3=O)cc2)cc1,98.4,107.2,107.3,105.9,-0.2,113.5,106.6,0.1
COc1ccc(NC2=CC(=O)CC(c3ccccc3)C2)cc1 (stereo not drawn),102.1,101.3,96.3,95.2,6.7,105.1,90.7,-0.1
Cc1ccc([N+](=O)[O-])cc1N/C=C1\CCc2ccccc2C1=O,112.9,98.2,98.9,103.7,45.7,106.2,101.5,0.0
Cc1cc2ncn(CCOc3ccccc3C#N)c2cc1C,100.1,100.8,111.2,101.3,12.6,96.6,108.4,0.2
CCn1c(C(O)c2cc(OC)ccc2OC)nc2ccccc21 (stereo not drawn),100.8,97.1,104.9,96.7,-0.1,96.9,97.1,0.0
C#CCOc1ccc2ccccc2c1/C=C(/C#N)c1ccc(C(=O)O)cc1,84.7,83.2,100.6,96.9,4.7,91.5,99.5,0.2
Cc1cc(C)n2nc(C(=O)N3CCN(c4ccc([N+](=O)[O-])cc4)CC3)nc2n1,102.6,102.7,98.2,101.6,1.9,92.7,91.6,0.1
CC1CC(=O)C2=C(C1)Nc1ccccc1SC2c1ccc(F)cc1 (stereo not drawn),107.8,103.4,107.3,105.8,11.3,128.8,87.0,0.2
Cc1c(NC(=O)Nc2ccccc2)c(=O)n(-c2ccccc2)n1C,98.8,88.8,92.9,95.2,nt,100.5,82.1,-0.1

# Bioassay records deposited in PubChem BioAssay by several laboratories.
